Salmonella PhoP GFP: PhoP-dependent GFP reporter repression – Salmonella Typhimurium, primary screen (AID 1863) | S. Typhimurium PhoP-regulated promoter GFP reporter, 4 h; higher % means a stronger effect | inhibition, % at 50 µM, or IC50 in µM where a hit was titrated | hit rate 0.16% among 300,000;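 active = inhibition over 29.93%, a cutoff 3 SD above the screen mean, later confirmed by dose response; inconclusive = inhibition over 29.93% but no dose response follow-up; inactive = inhibition at most 29.93% or unconfirmed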;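 also: 0% = low Mg2+ inducing control and 100% = high Mg2+ repressing control; strong numbers were not always called active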
MgcRacGAP inhibition: MgcRacGAP GTPase-activating activity inhibitors, confirmation, biochemical, ADP Hunter fluorescence. hit rate 0.6% among 340,000. MgcRacGAP-stimulated Rac1 GTP hydrolysis, ADP Hunter fluorescence; higher % means a stronger effect; GST-tagged Rac1 F28L mutant substrate. AID 624330. inhibition, % at 30 µM; hits with a dose series show IC50 in µM;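 active = first-screen hits whose inhibition reached a set limit at any dose in the follow-up dose series; inconclusive = inhibition above the set first-screen limit but never retested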;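 also: fluorescence reports GDP produced by GAP-driven GTP hydrolysis; strong numbers were not always called active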
SV40 large T antigen: TAg ATPase/helicase activity blockers – biochemical (AID 1903) | inhibition, % at 20 µM, or IC50 in µM where a hit was titrated | hit rate 0.39% among 310,000 | SV40 large T antigen ATPase/helicase inhibition assay; higher % means a stronger effect; in the data active = a potency from the dose series; inconclusive = inhibition mostly from about 32% at the one dose, without a potency; inactive = the rest, 99 in 100 with inhibition below about 32%; also: strong numbers were not always called active
T cell modulator: modulates CD8 T cell binding to vesicles; hit rate 0.068% among 330,000; AID 2052; calls only at 7 µM; 2C CD8+ T cell-vesicle binding, flow cytometry; hits give low values;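 active = response, share of CD8 T cells binding vesicles, and their 90th percentile fluorescence all below set limits, cut at about 80% in these data, passing the limit was not always enough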
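Benchmarks: naked versus QL9-loaded vesicles / Assay system: purified 2C TCR transgenic mouse naive CD8+ T cells / Technique: high-throughput flow cytometry with anti-B7-1 and anti-CD8 staining / Timing: Cell–vesicle co-incubation 1.5 h at 37 °C, staining 20 min on ice / Read-out: percent CD8+ FL2 mean versus row control / Probe or stimulus: QL9-loaded Drosophila micro-vesicles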
WT yeast gro inh: growth inhibition of WT yeast, mitochondrial fusion screen; mitochondrial fusion phenotypic screen, WT strain; inhibition, % at 10 µM; hit rate 2.1% among 190,000; AID 1362; in the data active = inhibition above about 58%; tested in S. cerevisiae
bCat nuc transl: modulators of beta-catenin nuclear translocation | HeLa beta-catenin nuclear translocation, immunofluorescence imaging | nuclear translocation activity, % at 5 µM | hit rate 0.3% among 190,000 | AID 1665;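 active = nuclear translocation activity above 50% at 5 µM, with a well cell count of 50 or more; inconclusive = wells under 50 cells across six images, flagged as toxic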;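 also: per-cell ratio of nuclear to cytoplasmic median beta-catenin stain intensity; plate controls were DMSO negative control for no effect and GSK-3 inhibitor IX positive control for full effect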
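Signal – beta-catenin immunofluorescence imaging with DAPI · Test system – human HeLa cell line · Dosing – 5 µM primary single dose, 0.1% DMSO, 0.02–20 µM confirmation series · Measure – % activation, nuclear-to-cytoplasmic median beta-catenin signal ratio per cell · Incubation – 24 h compound exposure at 37°C, 5% CO2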
West Nile antiviral: inhibition of WNV-induced cytopathic effect – cell-based, CPE readout (AID 1621) | hit rate 0.02% among 290,000 | West Nile virus-infected cells, CPE inhibition; higher % means a stronger effect | one-dose CPE inhibition, % at 10 µM; IC50 in µM for titrated hits; in the data active = a potency from the dose series; inconclusive = CPE inhibition mostly from about 3.7% at the one dose, without a potency; inactive = the rest, 99 in 100 with CPE inhibition below about 2.2%; also: strong numbers were not always called active
RSV antiviral HEp-2: RSV antiviral activity via CPE protection, HEp-2 cells, primary 10 µM value included (AID 2391) | HEp-2 cells, RSV-induced CPE inhibition; higher % means a stronger effect | hit rate 0.13% among 310,000 | CPE inhibition, % at 10 µM, or IC50 in µM where a hit was titrated; in the data active = a potency from the dose series; inconclusive = CPE inhibition mostly from about 23% at the one dose, without a potency; inactive = the rest, 99 in 100 with CPE inhibition below about 21%; also: strong numbers were not always called active
Myeloid diff MLP: promotes myeloid progenitor differentiation; ER-HoxA9 myeloid progenitors, lysozyme-GFP differentiation, flow cytometry; calls only at 10 µM; hit rate 1% among 360,000; AID 624256;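 active = normalized GFP-positive differentiation at or above the plate's own cutoff, the solvent-only control mean plus 3 SD; inconclusive = no clear call, values can overlap the other calls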;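 also: cells exposed to compound for four days before flow analysis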
WT yeast gro inh mutant strain: further read-out of WT yeast gro inh, marked with its call; inhibition, %; mitochondrial fusion phenotypic screen, mutant strain inhibition
bCat nuc transl cell count 5 µM: recorded beside bCat nuc transl, whose call it bears; cell count; measured here: cell count, cytotoxicity flag
T cell modulator vesicle-bound %: further read-out of T cell modulator, marked with its call; double positive events, %; measured here: CD8+ vesicle-bound cell fraction;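 binding gate set so that unloaded-vesicle control wells show 10% double positive cells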
Myeloid diff MLP GFP+ MAC1+ %: recorded beside Myeloid diff MLP, whose call it bears; GFP+ MAC1+ double positive, %; measured here: differentiation confirmed by MAC1 staining
An asterisk follows results filed as active; i = inactive; ? = inconclusive; · = not tested or not shown; + = active, no number. Rows were taken by chance; any-hit rate near 3.6%.

SMILES | Salmonella PhoP GFP | MgcRacGAP inhibition | SV40 large T antigen | T cell modulator | T cell modulator vesicle-bound % | WT yeast gro inh | WT yeast gro inh mutant strain | bCat nuc transl | bCat nuc transl cell count 5 µM | West Nile antiviral | RSV antiviral HEp-2 | Myeloid diff MLP | Myeloid diff MLP GFP+ MAC1+ %
CCOc1ccccc1C(=O)OCC(=O)Nc1cc(Cl)ccc1Oc1ccccc1 | -1.7% | 7.1% | 1.1% | i | 32.5 | 0.3 | -4.1 | 0.4 | 1018 | -1.2% | 8.2% | i | 0.2
CC(C)(C)c1cc(C(=O)N2CCc3ccccc32)ccn1 | -7.5% | -1.6% | 9.6% | i | 7.8 | -11.3 | -5.9 | -0.8 | 1083 | -0.6% | 0.1% | i | 9.7
O=C(c1cccc2c1C(=O)N(Cc1cccnc1)C2)N1CCN(c2ccccc2)CC1 | -6.2% | 4.5% | 10.4% | i | 37.8 | 3.8 | 0.5 | · | · | -0.4% | -0.1% | i | 3.6
Cc1ccc(C(=O)Nc2ccc(N3CCOCC3)nc2N2CCOCC2)cc1 | -1.8% | 12.6% | 12.1% | i | 31.0 | · | · | -0.5 | 1138 | 0.3% | 0.8% | i | 0.8
Cn1nnnc1SCC(=O)Nc1ccccc1N1CCOCC1 | -5.2% | -3.5% | 7.6% | i | 12.8 | 3.4 | 2.5 | -3.4 | 941 | 1.2% | 2.4% | i | 0.7
COc1ccccc1CNC(=O)c1ccc(CNc2c(N3CCCC3)c(=O)c2=O)cc1 | 18.7% | 5.7% | 1.9% | i | 11.7 | 1.5 | 0.9 | -2.5 | 1096 | 0.1% | -1.6% | i | 1.9
COC(=O)C1CCN(S(=O)(=O)CCNC(=O)c2ccc(F)cc2)CC1 | 3.1% | 6.8% | 22.3% | i | 23.6 | · | · | · | · | · | 0.8% | i | 0.4
CCOc1ccc(C(C)=O)cc1CN1C(=O)NC(C)(C2CC2)C1=O (stereo unspecified) | 6.9% | 3.5% | 32.6% | i | 28.1 | -18.1 | 12.4 | -1.3 | 1074 | -0.4% | 2.5% | i | 0.6
CCOc1cc(N2CCOCC2)c(OCC)cc1NC(=O)c1ccc(C)cc1 | 6.3% | 19.8% | 5.8% | i | 28.0 | -1.2 | -26.6 | 4.2 | 1034 | -1.2% | 4.2% | i | 0.4
COc1ccccc1-n1ccnc1SCC(=O)NC1CCCC1 | 4.1% | 5.9% | 5.0% | i | 47.0 | -1.0 | -2.9 | · | · | 0.3% | 0.6% | i | 0.7
CCCCN1C=CC(=C2C(=O)c3ccccc3C2=O)C=C1 | -5.6% | 9.7% | 9.2% | i | 56.1 | 38.2 | 22.8 | -0.7 | 1056 | 0.3% | 0.1% | i | 0.8
c1ccc(-c2cn(-c3ccccc3)c3ncnc(NCCCN4CCOCC4)c23)cc1 | 4.3% | 13.2% | 16.8% | i | 22.8 | 4.6 | 31.5 | -0.3 | 1105 | -0.2% | -3.9% | i | 0.4
CCc1cc2c(N3CCN(c4nnc(CC)s4)CC3)ncnc2s1 | -5.4% | 13.1% | 8.7% | i | 38.6 | 12.3 | -7.0 | -1.8 | 1167 | -1.1% | 6.0% | i | 0.3
Cc1ccc(OCC(=O)Nc2c3c(nn2C(C)(C)C)CS(=O)(=O)C3)cc1 | -0.1% | 8.8% | 16.3% | i | 4.8 | · | · | · | · | 0.5% | 2.0% | i | 4.8
C/C=C/c1ccc(OCCn2cncn2)c(OC)c1 | 3.7% | 13.1% | 12.6% | i | 21.7 | 0.7 | -17.2 | -1.3 | 1057 | 0.2% | 2.7% | i | 0.3
O=C(CCc1nc(-c2ccccc2F)no1)NCCc1ccccc1Cl | 4.2% | 2.6% | 1.7% | i | 56.9 | 11.7 | -9.8 | -3.4 | 836 | 0.3% | 0.0% | i | 1.3
CC(=O)N(c1nc(CCl)cs1)c1c(C)cc(C)cc1C | -2.0% | 6.9% | 8.5% | i | 24.1 | -2.9 | -0.6 | -0.4 | 523 | -0.1% | 0.6% | i | 1.1
CN(C(=O)COc1ncnc2sccc12)c1ccccc1 | -5.1% | 2.2% | 22.2% | i | 19.5 | 14.1 | 16.6 | 0.6 | 1120 | 0.4% | -2.1% | ? | ·
CC(=O)Nc1nnc(/C=C/c2cccc([N+](=O)[O-])c2)s1 | 1.9% | 10.8% | -0.1% | i | 56.3 | · | · | · | · | 0.1% | -0.1% | i | 0.7
Cc1nc2ccc(S(=O)(=O)NCC(=O)N3CCN(c4ccccn4)CC3)cc2s1 | 0.8% | 14.5% | 7.1% | i | 46.7 | -2.8 | -48.9 | 0.7 | 986 | 0.1% | 0.3% | i | 0.7
O=C(O)c1ccc(N2C(=O)CC(N3CCN(c4cccc(C(F)(F)F)c4)CC3)C2=O)cc1 (stereo unspecified) | 2.8% | 4.7% | 6.3% | i | 49.3 | · | · | · | · | -0.4% | 2.7% | i | 0.9
CCOc1ccc(C(=O)OCC(=O)N2CCCC2)cc1 | -4.1% | 5.8% | 4.2% | i | 35.0 | · | · | · | · | 0.0% | 0.3% | i | 0.8
CC(=O)NC(CC(=O)NNC(=O)C(C)Oc1ccccc1F)c1ccccc1 (stereo unspecified) | -5.6% | 3.1% | 5.0% | i | 23.6 | · | · | · | · | · | 4.5% | i | 0.9
O=C(c1snnc1-c1ccccc1)N1CCOCC1 | -8.8% | 6.8% | -2.7% | i | 39.0 | 6.8 | 2.3 | -2.1 | 1047 | -0.1% | 1.6% | i | 0.6
O=C(Nc1ccc(Cc2ccc(NC(=O)N3CCOCC3)cc2)cc1)N1CCOCC1 | -8.8% | 2.1% | -2.2% | i | 36.3 | 0.4 | -77.1 | -0.8 | 1060 | 0.6% | 2.6% | i | 0.3

Next part:
SMILES | Salmonella PhoP GFP | MgcRacGAP inhibition | SV40 large T antigen | T cell modulator | T cell modulator vesicle-bound % | WT yeast gro inh | WT yeast gro inh mutant strain | bCat nuc transl | bCat nuc transl cell count 5 µM | West Nile antiviral | RSV antiviral HEp-2 | Myeloid diff MLP | Myeloid diff MLP GFP+ MAC1+ %
CC(C)(C)OC(=O)N[C@@H](Cc1ccccc1)C(=O)N1CCC(C(=O)N[C@@H](Cc2c[nH]c3ccccc23)C(=O)O)CC1 | 4.1% | 9.8% | 0.4% | i | 29.0 | · | · | · | · | 0.6% | -0.9% | i | 0.5
CCCCC(O)(CCCC)C(=O)NNc1ccccc1 | 10.3% | 7.6% | 6.5% | i | 34.2 | -3.4 | -12.3 | -2.8 | 584 | -0.8% | 3.1% | i | 0.2
CC(=O)NCC(=O)N1CCC(n2nccc2NC(=O)CCCc2ccccc2)CC1 | -3.7% | 6.3% | 8.5% | i | 63.9 | · | · | · | · | -0.1% | 0.7% | i | 0.4
COc1ccc(N(C)S(=O)(=O)c2c(C)noc2C)c(OC)c1 | -2.8% | 7.3% | 12.8% | i | 42.9 | -11.7 | 1.8 | -1.5 | 1083 | 0.8% | -0.9% | i | 0.5
CCCN1CCN(C(=O)CN2C(=O)CC(C)(C)S(=O)(=O)c3ccccc32)CC1 | -2.0% | 10.6% | 3.3% | i | 36.5 | 1.9 | -6.7 | -1.5 | 1375 | -0.2% | 1.7% | i | 4.6
COc1cc(S(=O)(=O)N2CCOCC2)ccc1NC(=O)CSc1n[nH]c(=O)[nH]c1=O | -0.3% | 5.9% | 4.0% | i | 31.2 | -9.2 | 1.6 | -2.7 | 1053 | -0.1% | -0.8% | i | 0.6
NC(=O)C1CCN(C(=O)C2(NC(=O)Nc3cccc(F)c3)CCCCC2)CC1 | -4.6% | 6.1% | 8.6% | i | 24.6 | · | · | · | · | -1.1% | 0.8% | i | 1.4
Cc1nonc1NC(=O)CSc1nnc(-c2ccoc2C)n1C | 5.9% | 3.3% | 0.4% | i | 49.6 | -6.4 | 1.8 | -0.1 | 1139 | 0.2% | 0.1% | i | 1.3
CCn1c(SCC(=O)OCc2ccccc2)nc2c1c(=O)n(C)c(=O)n2C | -1.3% | -1.9% | 13.1% | i | 32.8 | 14.5 | 15.4 | -3.6 | 586 | -0.4% | 0.8% | i | 13.3
COc1cc(SC)ccc1C(=O)NCCOc1ccc(Cl)cc1 | -3.2% | 0.3% | 1.9% | i | 33.9 | 62.0* | 47.6* | 0.6 | 1131 | -0.4% | ? | i | 0.3
CCCOc1ccc(N2C(=O)CC(N3CCC(c4nncn4CC)CC3)C2=O)cc1 (stereo unspecified) | -1.9% | 3.1% | 8.1% | i | 46.9 | 15.1 | 14.9 | 1.8 | 1206 | 1.1% | 1.7% | i | 0.2
CC(=O)c1ccc(NC(=S)NC(=O)/C=C/c2ccccc2)cc1 | -4.7% | 6.9% | 0.6% | i | 45.1 | · | · | · | · | 0.7% | 0.0% | i | 0.6
COC(=O)CSc1nc(-c2ccccc2)nc2ccc(F)cc12 | 4.4% | 9.8% | -9.1% | i | 22.5 | 21.8 | -20.5 | 1.2 | 1327 | 0.8% | 10.5% | i | 0.7
CCn1cc(Br)c(C(=O)N(C)Cc2ccccc2)n1 | -3.4% | -3.5% | 4.9% | i | 5.7 | 4.9 | 11.3 | 1.1 | 1060 | 0.1% | 1.7% | i | 0.8
O=C(CSc1ccccc1)N1CCN(S(=O)(=O)c2ccccc2F)CC1 | 1.7% | 4.0% | -24.5% | i | 54.1 | · | · | · | · | -0.5% | -0.6% | + | 4.9*
Cc1cc(C)c(NC(=O)CS(=O)CC(=O)Nc2ccc(-n3cnnn3)c(C)c2)c(C)c1 (stereo unspecified) | -2.4% | 7.0% | 5.0% | i | 43.9 | · | · | · | · | 0.5% | -0.7% | i | 0.3
COc1ccc(/C=C2/SC(=O)N(CCNC(=O)CC(NC(C)=O)c3ccccc3)C2=O)cc1 (stereo unspecified) | -8.0% | 6.8% | 4.7% | i | 27.0 | · | · | 0.8 | 1276 | -0.1% | -0.1% | i | 0.2
Cc1cc(C=NCCO)c(C)n1-c1cc(Cl)ccc1Cl | 3.6% | 8.3% | 1.9% | i | 24.1 | -13.2 | -10.1 | -0.4 | 1113 | 0.4% | 8.8% | i | 0.8
O=C(COC(=O)c1ccc2ccccc2n1)Nc1cccc(S(=O)(=O)NC2=NCCCCC2)c1 | -9.1% | 6.9% | 16.6% | i | 43.7 | 9.4 | -2.8 | -2.7 | 1073 | 0.0% | 1.6% | i | 0.2
